C2C12 statin – protects C2C12 myotubes from simvastatin toxicity | ATP luminescence, 48 h; scaled: DMSO 0, geranylgeraniol control 100 | rescue of ATP level, % at 7.49 µM | actives 0.78% (n = 330,000);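 active means mean ATP rescue above about 67%, or every replicate alone reaching that limit, limit read from the data, passing the limit was not always enough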;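 further: myotubes were challenged with 10 µM simvastatin during compound exposure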
Cneo AK release – causes C. neoformans cell lysis. adenylate kinase release luminescence, 4 h; normalised: neutral wells 0, clomiphene wells 100. lysis activity, % at 15 µM. actives 0.2% (n = 360,000). AID 651654;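 active means mean lysis activity across replicates of at least 80%, whatever share of replicates individually reach that level; inactive means mean lysis activity below 80%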
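Schedule: static 4 h at 37 °C with compound, 1 h detection; system: C. neoformans cells; benchmarks: Clomiphene as positive control; buffer or medium: fresh YPD medium; measure: luminescence rise reflecting yeast cell lysis; measured by: luminescent adenylate kinase detection reagent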
PglD DTNB – blocks C. jejuni PglD acetyltransferase activity. inhibition, % at 12.5 µM. purified PglD enzyme, DTNB colorimetric CoA detection. actives 0.098% (n = 360,000); in the data active means inhibition above about 16%, passing the limit was not always enough; further: strong numbers were not always called active
miR122 inh – miR-122 inhibition in Huh7 cells. Huh7 miR-122 Renilla luciferase sensor, 48 h; neutral wells = 0, positive control = 100. activation (reporter increase), % at 12.5 µM. actives 0.3% (n = 340,000);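 active means mean replicate activation score at least 90 and every replicate individually at or above 90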;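 further: higher luciferase means less miR-122 activity so hits act as miR-122 inhibitors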
PGC1a acetyl inh – PGC1a acetylation modulation, inhibitor mode; actives 0.17% (n = 350,000); U2OS PGC1a acetylation, AlphaScreen anti-acetyl-lysine; with virally co-expressed GCN5 acetyltransferase; inhibition, % at 15.6 µM;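 active means every replicate shows inhibition of at least 40%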;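 further: 0% = neutral control wells and 100% = positive control wells; some results beyond the cut were filed as inactive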
CFTR F508del cor – CFTR F508del correction in bronchial cells; CFBE cells, YFP halide quenching; stimulated with forskolin plus potentiator P3; % fluorescence drop versus neutral controls; activity (quench increase), % at 7.58 µM; actives 0.36% (n = 350,000); AID 720511;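 active means mean added fluorescence quench of at least 8% versus neutral control, with both replicates also reaching 8%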;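 further: cells transiently co-express mutant CFTR-F508del with the halide-sensitive YFP; corrector assay measuring rescue of mutant channel to the surface after 24 h compound exposure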
FN deposition inh – fibronectin deposition inhibition; AH1F fibroblasts, Alexa488-fibronectin deposition fluorescence, overnight; inhibition, % at 12.6 µM; actives 0.086% (n = 350,000);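 active means mean inhibition across replicates of 30% or more, regardless of how many single replicates reach that level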;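 further: positive control wells lacked labelled fibronectin entirely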
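Assay system: AH1F fibroblast monolayer, labelled fibronectin deposition. Amount: 10000 cells per well. Also added: labelled fibronectin 24 nM. Compound: single-point pinned compound. Incubation: cell attachment 1 h, compound and FN exposure overnight. Detection: fluorescence after three HBSS washes, excitation 485 nm, emission 525 nm. Read-out: inhibition of fibronectin deposition signal.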
INS-1E GSIS act – GLuc luminescence reporter in INS-1E cells, primary screen for activators of glucose-dependent secretion of insulin; INS-1E GLuc reporter insulin secretion, 2-3 h; activation, % at 16.6 µM; actives 0.61% (n = 370,000); AID 743287;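 active means lowest replicate activation of at least 40%, so every replicate reaches that level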;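 further: 0% = median of neutral control wells and 100% = median of IBMX positive control wells; some compounds called inactive have numbers as strong as hits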
Starred values were filed as active, the others as inactive; [ ] = remark or other dose.

For CCOC(=O)c1c(C)[nH]c(C)c1C(=O)COC(=O)c1ccc(S(=O)(=O)N(CC)CC)cc1 the results were C2C12 statin 11, Cneo AK release 1, PglD DTNB 3, miR122 inh 2 and PGC1a acetyl inh -3.
Screening COc1ccccc1NC(=O)N1C[C@H](O)COC[C@@H]2O[C@H](CC(=O)NCCc3ccncc3)CC[C@H]21 returned C2C12 statin 7, Cneo AK release -2, PglD DTNB -2, miR122 inh -2[16.7 µM], PGC1a acetyl inh 5, CFTR F508del cor -3.0, FN deposition inh 8 and INS-1E GSIS act -1.
COc1ccc(CNC(=O)CC2Sc3ccccc3NC2=O)cc1 (stereo not given) was read as C2C12 statin 4, Cneo AK release 2, PglD DTNB 4, miR122 inh -4, PGC1a acetyl inh -1, CFTR F508del cor 1.8, FN deposition inh 10 and INS-1E GSIS act 15.
O=C(NCCCN1CCOCC1)c1ccc(S(=O)(=O)Nc2cccc(C(F)(F)F)c2)cc1 was read as C2C12 statin 0, Cneo AK release 0, PglD DTNB -1, miR122 inh 21, CFTR F508del cor -2.4, FN deposition inh 4 and INS-1E GSIS act -9.
For O=C(CSc1nnc2ccccn12)Nc1ccccc1C(=O)NC1CC1 the results were C2C12 statin -2, Cneo AK release 1, PglD DTNB 0, miR122 inh -5, PGC1a acetyl inh 4 and FN deposition inh 2.
Screening O=C(COC(=O)c1ccc(-n2cnnn2)cc1)Nc1cc(Cl)ccc1F returned C2C12 statin -4, Cneo AK release 1, PglD DTNB 5, miR122 inh -7, PGC1a acetyl inh 4, CFTR F508del cor -4.7, FN deposition inh -1 and INS-1E GSIS act 15.
For CCC[C@@H](CN1CCC[C@H]1CN1C(N)=NC[C@H]1C(C)C)N1C[C@@H]([C@H](C)CC)N(CCCC2CCCC2)C1=N the results were C2C12 statin 7, Cneo AK release 2, PglD DTNB 2, miR122 inh -1, PGC1a acetyl inh 3, CFTR F508del cor 1.8 and FN deposition inh -4.
`Cc1ccc2oc(=O)cc(CN3CCCCC3)c2c1` gave C2C12 statin 1, Cneo AK release 2, PglD DTNB -1, PGC1a acetyl inh -5, CFTR F508del cor 0.3, FN deposition inh -2 and INS-1E GSIS act 11.
CC(C)NC(=O)Nc1ccc2c(c1)C(=O)N([C@H](C)CO)C[C@H](C)[C@H](CN(C)CC1CC1)O2 was read as C2C12 statin -2, Cneo AK release -7, PglD DTNB 12, miR122 inh -4[16.7 µM], PGC1a acetyl inh -10, CFTR F508del cor 0.1, FN deposition inh -1 and INS-1E GSIS act 4.
`CC(=O)c1ccc(NS(=O)(=O)c2c(C)cc(C)cc2C)cc1` gave miR122 inh 152*, PGC1a acetyl inh -18, CFTR F508del cor -0.3, FN deposition inh -1 and INS-1E GSIS act 5.
O=C(O)c1ccccc1C(=O)Nc1ccc(Br)c2cccnc12 was read as PGC1a acetyl inh 3, CFTR F508del cor 1.4, FN deposition inh 6 and INS-1E GSIS act 6.
COC(=O)c1c(S(=O)(=O)NCc2ccccc2)sc(C(=O)O)c1C was read as Cneo AK release 1, PglD DTNB -2, miR122 inh 0, PGC1a acetyl inh 4 and FN deposition inh 11.
For Cn1cccc1-c1nc2ccc(NC(=O)c3ccccc3)cc2[nH]1 the results were C2C12 statin -41, Cneo AK release -4, PglD DTNB 1, miR122 inh -2 and PGC1a acetyl inh -3.
CCOC(=O)c1nn(C)c2[nH]c(=O)n(C)c(=O)c12 was read as C2C12 statin 5, Cneo AK release -2, PglD DTNB -2, PGC1a acetyl inh -3, CFTR F508del cor -0.3 and FN deposition inh -13.
Screening N#Cc1ccccc1S(=O)(=O)N1CCN(c2nc(-c3ccccc3)nc3ccccc23)CC1 returned C2C12 statin -4, Cneo AK release -1, PglD DTNB 4, miR122 inh 12, PGC1a acetyl inh -2 and FN deposition inh 1.
`COc1cccc(-c2nn(-c3ccccc3)cc2/C=C(/NC(=O)c2ccccc2)C(=O)O)c1` gave C2C12 statin 4, Cneo AK release -4, PglD DTNB 7, miR122 inh -3, PGC1a acetyl inh -7, CFTR F508del cor 1.6, FN deposition inh -3 and INS-1E GSIS act 14.
`CCc1nc2c(OCc3ccc(C(F)(F)F)cc3)cccn2c1N(C)C(C)=O` gave C2C12 statin -36, Cneo AK release -1, PglD DTNB 3, miR122 inh -1, PGC1a acetyl inh 3, CFTR F508del cor -2.2 and INS-1E GSIS act -29.
`Cc1cccc(S(=O)(=O)NC(=O)C2(C)CCN2C(=O)CCC2CCCC2)c1` (stereo not given) gave C2C12 statin 13, Cneo AK release 0, PglD DTNB 1, miR122 inh -5, PGC1a acetyl inh -2, CFTR F508del cor -6.3, FN deposition inh -1 and INS-1E GSIS act 2.
Screening CC1(C(=O)NS(=O)(=O)C2CC2)CCN(C(=O)c2cccc(Cl)c2)C1 (stereo not given) returned C2C12 statin -4, Cneo AK release -4, PglD DTNB -2, miR122 inh -5, PGC1a acetyl inh 4, CFTR F508del cor 3.5, FN deposition inh 3 and INS-1E GSIS act 0.
`CCC(C)NC(=O)NCc1ccccc1F` (stereo not given) gave C2C12 statin -5, Cneo AK release 0, PglD DTNB 1, miR122 inh -6, PGC1a acetyl inh -3, CFTR F508del cor 0.4, FN deposition inh 2 and INS-1E GSIS act -2.
`COc1ccc(-c2cc(=O)oc3c(C)c(OC(C)C(=O)NCc4ccccn4)ccc23)cc1` (stereo not given) gave C2C12 statin -21, Cneo AK release 3, PglD DTNB 5, miR122 inh -9, PGC1a acetyl inh 8 and CFTR F508del cor -5.9.
`CCC(=O)NCCCc1nc2ccccc2n1Cc1ccccc1F` gave C2C12 statin 3, Cneo AK release -1, PglD DTNB -11, miR122 inh -5, CFTR F508del cor -0.2, FN deposition inh -3 and INS-1E GSIS act 41.
For N#CC1C(=N)Cc2ccccc2-c2ccccc21 (stereo not given) the results were C2C12 statin -8, Cneo AK release 1, PglD DTNB -8, PGC1a acetyl inh -17, CFTR F508del cor -3.4 and INS-1E GSIS act -24.
Screening CCC(C)NC(=O)C1=C(C)C(=O)OC12CCC(C)CC2 (stereo not given) returned C2C12 statin -6, Cneo AK release -1, PglD DTNB 2, miR122 inh 1, PGC1a acetyl inh 4, CFTR F508del cor 0.1 and FN deposition inh -6.
For CC(C)CN(C(=O)CCNC(=O)c1ccccc1Cl)C1CCS(=O)(=O)C1 (stereo not given) the results were C2C12 statin -3, Cneo AK release -1, PglD DTNB 0, miR122 inh -6, PGC1a acetyl inh 1, CFTR F508del cor -2.6, FN deposition inh -7 and INS-1E GSIS act -9.
CC(=O)c1ccc(S(=O)(=O)N2CCn3cccc3C2C)cc1 (stereo not given) was read as C2C12 statin 1, Cneo AK release 1, PglD DTNB 0, CFTR F508del cor 2.1, FN deposition inh -8 and INS-1E GSIS act 2.
`CCCNC(=O)Nc1ccc2c(c1)OC[C@H](C)N(Cc1ccncc1)C[C@H](C)[C@H](OC)CN(C)C2=O` gave PGC1a acetyl inh 4, CFTR F508del cor 1.9, FN deposition inh 7 and INS-1E GSIS act 2.
Cn1c(=O)oc2cc(S(=O)(=O)N3CCCCC3)ccc21 was read as C2C12 statin 1, Cneo AK release 0, PglD DTNB 1, miR122 inh 0, PGC1a acetyl inh 4, CFTR F508del cor -0.8, FN deposition inh -1 and INS-1E GSIS act 16.
For O=C(O)COc1ccc(Br)cc1/C=N\Nc1ccccn1 the results were C2C12 statin 0, Cneo AK release -1, PglD DTNB -2, miR122 inh -2 and PGC1a acetyl inh 9.
O=C(CN1CCN(S(=O)(=O)c2ccccc2)CC1)Nc1ccc(Cl)c(Cl)c1 was read as C2C12 statin -44, Cneo AK release 0, PglD DTNB -7, miR122 inh 13 and FN deposition inh 11.
Screening C[C@@H]1CN([C@H](C)CO)C(=O)c2cc(NC(=O)C3CCCCC3)ccc2O[C@@H](C)CCCCO[C@H]1CN(C)C(=O)Nc1ccc2c(c1)OCO2 returned Cneo AK release -2, PglD DTNB 1, miR122 inh 5[16.7 µM], PGC1a acetyl inh 1, CFTR F508del cor 0.9 and INS-1E GSIS act -20.
For CCC(=O)N1C[C@H](C)[C@@H](OC)CN(C)C(=O)c2ccc(NC(=O)c3ccccc3)cc2OC[C@H]1C the results were C2C12 statin -4, Cneo AK release -3, PglD DTNB 0, PGC1a acetyl inh 7, CFTR F508del cor -1.1, FN deposition inh 4 and INS-1E GSIS act 2.
For C[C@H](CO)N1C[C@H](C)[C@H](CN(C)S(=O)(=O)c2ccc(Cl)cc2)Oc2ccc(NC(=O)Nc3ccccc3)cc2C1=O the results were C2C12 statin -38, Cneo AK release 0, PglD DTNB 1, miR122 inh -3[16.7 µM], PGC1a acetyl inh -10, CFTR F508del cor -0.4 and INS-1E GSIS act -29.
CN(C)/C=C1\C(=O)NN=C1c1ccccc1 was read as C2C12 statin 6, Cneo AK release 0, PglD DTNB -1, miR122 inh -9, PGC1a acetyl inh -5, FN deposition inh -13 and INS-1E GSIS act -7.
`O=C(C[C@@H]1CC[C@H](NC(=O)C2CCOCC2)[C@H](CO)O1)NCC1CCCCC1` gave C2C12 statin -3, Cneo AK release 3, PglD DTNB 0, PGC1a acetyl inh 1, CFTR F508del cor 1.5, FN deposition inh 6 and INS-1E GSIS act 2.
CC1CCN(C(=O)COC(=O)c2cccs2)CC1 was read as C2C12 statin -2, Cneo AK release -2, PglD DTNB -2, miR122 inh -3, CFTR F508del cor -0.6, FN deposition inh 4 and INS-1E GSIS act -5.
O=C(Cn1ncc2c3ccccc3n(Cc3cccc(Cl)c3)c2c1=O)NCC1CCCO1 (stereo not given) was read as C2C12 statin 100*, Cneo AK release -3, PglD DTNB 1, miR122 inh -2, PGC1a acetyl inh 1, CFTR F508del cor 1.7, FN deposition inh -9 and INS-1E GSIS act 14.
`CC(C)C(=O)Nc1ccc2c(c1)C(=O)N(C)[C@@H]1CC[C@H](CC(=O)N[C@H](C)c3ccccc3)O[C@H]1CO2` gave C2C12 statin -11, Cneo AK release 4, PglD DTNB 0, miR122 inh -7[16.7 µM], PGC1a acetyl inh -2, CFTR F508del cor -0.4, FN deposition inh -22 and INS-1E GSIS act -4.
`Nc1cc(S(=O)(=O)N2CCOCC2)ccc1Oc1ccc(F)cc1` gave C2C12 statin -7, Cneo AK release 0, PglD DTNB -4, miR122 inh 2, PGC1a acetyl inh -10, CFTR F508del cor 1.1, FN deposition inh 9 and INS-1E GSIS act -4.
CCOC(=O)N1CCN(C(=O)C2CCN(S(=O)(=O)c3ccc(Cl)cc3)CC2)CC1 was read as C2C12 statin 4, Cneo AK release -1, PglD DTNB -4, miR122 inh -9 and FN deposition inh -2.
CN1CCCC(OC(=O)c2cc(Cl)ccc2Cl)C1 (stereo not given) was read as C2C12 statin -6, Cneo AK release 1, PglD DTNB -1, miR122 inh 3, PGC1a acetyl inh 3 and INS-1E GSIS act 16.
Screening C[C@H]1CN([C@@H](C)CO)C(=O)c2cc(-c3cccc(C#N)c3)cnc2O[C@@H]1CN(C)Cc1ccncc1 returned C2C12 statin 31, Cneo AK release 1, PglD DTNB -1, miR122 inh -3[16.7 µM], PGC1a acetyl inh -9, CFTR F508del cor 0.0, FN deposition inh -6 and INS-1E GSIS act 1.

Ordered by length of the SMILES (lowest first): 3 of the compounds above.
CC1CCN(C(=O)COC(=O)c2cccs2)CC1 was read as C2C12 statin -2, Cneo AK release -2, PglD DTNB -2, miR122 inh -3, CFTR F508del cor -0.6, FN deposition inh 4 and INS-1E GSIS act -5.
`Cc1cccc(S(=O)(=O)NC(=O)C2(C)CCN2C(=O)CCC2CCCC2)c1` (stereo not given) gave C2C12 statin 13, Cneo AK release 0, PglD DTNB 1, miR122 inh -5, PGC1a acetyl inh -2, CFTR F508del cor -6.3, FN deposition inh -1 and INS-1E GSIS act 2.
`COc1ccc(-c2cc(=O)oc3c(C)c(OC(C)C(=O)NCc4ccccn4)ccc23)cc1` (stereo not given) gave C2C12 statin -21, Cneo AK release 3, PglD DTNB 5, miR122 inh -9, PGC1a acetyl inh 8 and CFTR F508del cor -5.9.

Screening results from PubChem.
